High-throughput results as filed in PubChem BioAssay.
GPR7 antag: blocks human GPR7 receptor signaling | P48145 | GPR7-expressing cells, fluorescence antagonist assay | inhibition, % at 4.4 µM | hit rate 1.1% among 290,000 | AID 1861; in the data active = inhibition above about 16%, passing the limit was not always enough;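 note: cells stimulated with the agonist NPW; 0% = agonist with vehicle and 100% = vehicle without agonist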
Target sequence (P48145 whole entry, looked up): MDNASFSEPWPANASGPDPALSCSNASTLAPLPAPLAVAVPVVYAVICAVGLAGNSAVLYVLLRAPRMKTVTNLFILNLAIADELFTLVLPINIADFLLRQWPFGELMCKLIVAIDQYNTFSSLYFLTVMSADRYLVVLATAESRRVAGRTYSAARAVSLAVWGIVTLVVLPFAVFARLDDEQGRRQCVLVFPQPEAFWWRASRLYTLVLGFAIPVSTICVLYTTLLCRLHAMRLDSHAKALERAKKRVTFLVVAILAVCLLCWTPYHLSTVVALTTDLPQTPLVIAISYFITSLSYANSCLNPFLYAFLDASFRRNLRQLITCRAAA
CHO-K1 Ca antag: M1 antagonist counterscreen hit in parental CHO-K1 cells. inhibition, % at 3 µM. hit rate 0.6% among 360,000. ATP-induced calcium, Fluo-8 fluorescence. AID 602250;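 active = inhibition above a per-plate cutoff, the plate's mean sample inhibition plus 3 SD, cut at about 24% in these data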;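 note: 0% = DMSO plus EC80 ATP and 100% = DMSO alone without ATP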
OXTR potentiate: human OXTR potentiation; P30559; CHO-OTR cells, Fluo-8 calcium fluorescence, potentiator mode; 0% = oxytocin EC15, 100% = EC100; activation, % at 3 µM; hit rate 0.061% among 320,000;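 active = activation above that plate's cutoff, the mean activation of tested compounds plus 3 SD, cut at about 6.6% in these data, passing the limit was not always enough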;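 note: 100% uses oxytocin at 75 nM as the full agonist control; some results filed as inactive read as strong as hits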
Target sequence (P30559 whole entry, looked up): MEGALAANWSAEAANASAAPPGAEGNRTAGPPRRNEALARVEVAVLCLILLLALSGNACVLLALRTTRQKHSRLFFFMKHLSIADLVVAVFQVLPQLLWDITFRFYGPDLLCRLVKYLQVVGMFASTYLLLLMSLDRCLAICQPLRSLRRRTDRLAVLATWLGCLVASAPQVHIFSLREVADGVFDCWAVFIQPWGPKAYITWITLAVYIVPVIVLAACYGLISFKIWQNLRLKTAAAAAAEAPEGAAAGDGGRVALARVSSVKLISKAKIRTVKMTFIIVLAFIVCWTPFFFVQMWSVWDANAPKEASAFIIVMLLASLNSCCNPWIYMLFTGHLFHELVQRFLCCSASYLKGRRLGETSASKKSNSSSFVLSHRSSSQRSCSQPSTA
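System: human OTR in CHO cells; Also added: sub-maximal oxytocin, roughly EC15; Timing: compound 6 min at room temperature before oxytocin, 100 s read; Technique: Fluo-8 intracellular calcium fluorescence, ex 470-495, em 515-575 nm; Controls: oxytocin EC15 low and EC100 high; Replication: singlicate.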
TAAR1 antag: antagonists of human TAAR1; Q96RJ0; CHO RD-HGA16 TAAR1, Fluo-8 calcium fluorescence, antagonist; inhibition, % at 3 µM; hit rate 1.5% among 360,000; AID 624466;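 active = inhibition above a per-plate cutoff, the mean inhibition of test compounds on that plate plus 3 SD, cut at about 49% in these data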;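 note: 0% = DMSO plus EC80 beta-PEA response and 100% = DMSO alone without agonist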
Target sequence (Q96RJ0 whole entry, looked up): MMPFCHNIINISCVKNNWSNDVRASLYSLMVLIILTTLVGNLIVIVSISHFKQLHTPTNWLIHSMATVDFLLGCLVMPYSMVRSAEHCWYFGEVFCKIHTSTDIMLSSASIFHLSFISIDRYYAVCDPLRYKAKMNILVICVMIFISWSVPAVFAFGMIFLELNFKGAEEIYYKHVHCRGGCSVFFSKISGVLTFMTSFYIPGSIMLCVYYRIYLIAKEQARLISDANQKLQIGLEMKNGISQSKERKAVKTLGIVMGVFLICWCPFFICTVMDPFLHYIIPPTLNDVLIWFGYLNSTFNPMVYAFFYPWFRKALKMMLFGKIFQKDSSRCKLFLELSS
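test system = CHO RD-HGA16 cells bearing hTAAR1 | replication = singlicate | controls = DMSO-only wells and EC80 β-PEA-stimulated wells | reagent = EC80 β-phenethylamine stimulus | read-out basis = percent inhibition of PEA-evoked calcium signal, max/basal emission ratio | schedule = seeding 17-24 h prior, 75-min 37 °C, 30-min RT dye loading | signal = kinetic Fluo-8 calcium fluorescence measurement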
V1aR counter: V1a receptor agonism, counter-screen for OXTR agonists; AID 2797; activation, % at 3 µM; hit rate 0.25% among 320,000; CHO-V1R cells, Fluo-8 calcium fluorescence, agonist mode; 0% DMSO, 100% 3 nM vasopressin;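 active = activation above the mean activation of all tested compounds plus 3 SD, per screening run, cut at about 20% in these data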;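 note: signal is peak over basal fluorescence ratio across a 100 second FLIPR read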
CHO parental Ca: counter-screen for OX1R antagonists: effect in parental CHO cells. inhibition, % at 5.6 µM. hit rate 0.63% among 330,000. AID 463079. parental CHO-K1, ATP-induced calcium, Fluo-8 fluorescence;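 active = inhibition above that plate's mean sample inhibition plus 3 SD, cut at about 26% in these data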;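 note: 0% = ATP-challenged DMSO wells and 100% = DMSO wells without ATP; some compounds past the cut are filed as inactive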
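Material: parental CHO cells / Compound: single nominal dose of 5.6 µM per compound / Signal: Fluo-8 fluorescence / Replicates: singlicate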
OXTR ag: human OXTR agonism | P30559 | CHO-OTR cells, Fluo-8 calcium fluorescence; normalized: DMSO 0%, oxytocin 100% | activation, % at 3 µM | hit rate 0.32% among 320,000;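 active = activation above the mean of all tested compounds plus 3 SD, cutoff set per screening run, cut at about 20% in these data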;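 note: peak over basal fluorescence ratio from a 100 s FLIPR kinetic read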
M1 ag parental: M1 agonist counterscreen hit in parental CHO-K1 cells; Fluo-8 calcium fluorescence; scaled to maximal ATP response, vehicle zero; activation, % at 3 µM; hit rate 0.48% among 360,000; in the data active = activation above about 15%;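 note: untransfected CHO-K1 host cells lacking M1 receptor as counterscreen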
M1 PAM parental: nonselective activator or artifact in parental CHO-K1 calcium assay. ATP EC20, Fluo-8 calcium fluorescence; 0% at ATP EC20, 100% at ATP max. activation, % at 3 µM. hit rate 0.02% among 360,000. AID 602247;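 active = activation above the run cutoff, the mean activation of all test compounds plus 3 SD, cut at about 40% in these data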;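 note: peak over basal fluorescence ratio in a 140 s read after ATP addition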
The depositor's hits bear a star; · = not tested or not shown.

SMILES	GPR7 antag	CHO-K1 Ca antag	OXTR potentiate	TAAR1 antag	V1aR counter	CHO parental Ca	OXTR ag	M1 ag parental	M1 PAM parental
COC(=O)C[C@@H]1C[C@@H]2c3cc(NC(=O)NC4CCCCC4)ccc3O[C@@H]2[C@H](CO)O1	·	-8	·	0	·	·	·	0.1	8
COc1ccccc1NC(=O)CCNC(=O)Cn1ccc2ccccc2c1=O	-10	-9	-1	18	1.7	-6	-0.3	-0.1	21
O=S(=O)(NCCNS(=O)(=O)c1ccc(F)cc1)c1ccc(F)cc1	10	-11	-1	1	1.0	-13	0.7	1.9	15
C=CCn1c(SCC(=O)NC2CCCCC2)nnc1C(C)NC(=O)c1cccs1 (stereo unspecified)	-10	7	2	-6	0.1	-5	-1.8	0.0	-8
COc1ccc(OC(C)C(=O)Nc2ccc([N+](=O)[O-])cc2)cc1 (stereo unspecified)	20	-8	-15	14	5.7	-9	3.4	3.1	6
CCOc1ccc2nc(NCCNC(=S)NCCCN(C)C)c(C#N)cc2c1	13	-19	-3	8	-0.5	4	-0.9	-0.3	16
Cn1c(=O)n(C)c2cc(S(=O)(=O)Nc3ccc(F)cc3)ccc21	-13	-2	-17	22	8.5	-12	8.2	7.0	-15
O=C(CN1CCC(n2nnc3cc(F)ccc32)CC1)NNC(=O)c1ccccc1	3	-17	1	-6	0.8	-8	0.2	-0.2	2
COc1ccc(C2=Nn3c(nnc3-c3ccccn3)SC2)cc1	-2	7	-1	4	-0.2	-4	-1.6	-0.6	-5
CC(=O)Nc1ccc(NC(=O)CSc2nnc(NC(=O)Cc3ccc(F)cc3)s2)cc1	1	5	-3	-31	0.4	-1	1.5	1.6	8
CCc1nnc(NC(=O)CN2CCN(c3nc(-c4ccccc4)cs3)CC2)s1	0	-17	-9	12	4.1	-15	6.5	5.0	21
CCN(CC)c1ccc(/C=N/NC(=O)Cc2cccs2)c(O)c1	-8	-2	-3	-13	-1.4	-14	-1.9	0.8	18
O=C(CN1C(=O)NC2(CCc3ccccc32)C1=O)NC1CCCCC1 (stereo unspecified)	·	-15	·	-30	·	·	·	0.9	18
CC(=O)Nc1ccc(NC(=O)CSc2nnc(NC(=O)C3CC3)s2)cc1	-2	-10	-1	-22	1.3	9	1.4	1.7	5
OC(CN1CCN(c2ccccc2F)CC1)c1ccc(F)cc1 (stereo unspecified)	3	-14	-13	-9	1.9	-23	1.7	0.3	12
Cc1c(NC(=O)Nc2ccc(F)cc2F)c(=O)n(-c2ccccc2)n1C	0	-15	-5	-3	-0.5	5	-0.2	1.3	16
CCOC(=O)Cc1csc(NS(=O)(=O)c2ccc(Br)cc2)n1	-2	-6	0	-6	7.2	1	1.8	0.9	1
COc1cccc(N(C(=O)CNC(=O)c2ccco2)C(C(=O)NC2CCCCC2)c2cccnc2)c1 (stereo unspecified)	-6	-8	-7	-14	-0.1	5	0.0	-0.2	4
O=C(/C=C/c1ccc(F)cc1)NCCCn1ccnc1	-3	-9	-10	-11	0.7	5	2.4	1.2	12
O=C(COC(=O)c1cc(-c2cccnc2)nc2ccccc12)Nc1ccc(F)cc1F	-16	7	-9	24	-0.1	-8	0.0	3.2	10
CCN(CC)CCN1C(=O)C(O)=C(C(=O)c2cccs2)C1c1ccc(C)o1 (stereo unspecified)	-14	3	-10	8	0.7	-6	-0.5	0.3	5
O=C(Cc1ccc(S(=O)(=O)N2CCOCC2)s1)Nc1cc(Cl)ccc1Cl	·	-15	-8	-25	0.3	-19	1.1	0.7	-1
COc1ccc(OC)c(NC(=O)Nc2ccccc2C)c1	-3	5	-10	24	-1.5	6	-2.2	-0.4	4
N#CCCCSc1ncccc1-c1nc2ccccc2[nH]1	-2	-6	-3	-10	0.1	-10	-0.4	7.4	18
COc1cc(Cl)c(C)cc1NC(=O)Cc1ccc(OC)c(OC)c1	8	-11	-3	20	1.0	-10	1.1	4.3	10
Following part:
SMILES	GPR7 antag	CHO-K1 Ca antag	OXTR potentiate	TAAR1 antag	V1aR counter	CHO parental Ca	OXTR ag	M1 ag parental	M1 PAM parental
CC(C)(/C=N/NC(=O)CSCc1ccccc1Cl)CCC#N	-8	7	-7	-18	1.2	-18	-0.2	-0.4	-9
COc1ccc(CCNCC(=O)Nc2ccc(C)c(S(=O)(=O)N(C)C)c2)cc1OC	-12	-12	-4	8	0.3	-6	1.2	2.0	22
Cc1ccccc1OCC(=O)NC(=S)Nc1cccc2cc(O)ccc12	-13	-7	-7	8	0.3	-7	0.8	0.6	-14
Cc1cccc(-n2c(C)cc(/C=N/n3cnnc3)c2C)c1	-6	-11	-7	-4	0.3	-5	-0.7	0.7	16
CC(=O)Nc1ccc2c3c(ccc([N+](=O)[O-])c13)CC2	·	-1	·	-18	·	·	·	0.3	9
O=C(NCc1ccccn1)C(=O)NCC(c1ccco1)N1CCN(c2ccc(F)cc2)CC1 (stereo unspecified)	-10	-12	0	-1	5.8	-12	4.0	5.2	20
COc1ccc(C(=O)NNC(=O)C(C)NC(=O)c2ccccc2NC(=O)c2ccco2)cc1 (stereo unspecified)	-12	-4	-4	3	1.9	-3	-1.1	0.0	8
O=C(CCc1ccccc1)NNc1cc(N2CCCCC2)nc(N2CCCCC2)n1	-7	-3	-5	-18	-0.8	3	-1.1	1.8	-12
O=C(CCCCCN1C(=O)c2ccccc2C1=O)Nc1ccc(S(=O)(=O)N2CCCCC2)cc1	4	3	-7	14	6.3	-12	5.5	1.3	5
COc1ccc(CCNC(=O)c2ccc(CNc3nc(=S)[nH]c4ccccc34)cc2)cc1OC	-5	-6	-10	7	0.2	0	-0.5	1.7	11
COc1ccc(NS(=O)(=O)c2cc(NC(=O)/C=C/c3cccs3)ccc2N2CCOCC2)cc1	3	1	-10	34	1.9	-9	-0.3	7.1	25
CC(=O)Nc1ccc(S(=O)(=O)N2CCC(n3cnc4cc(F)ccc43)CC2)cc1	20	0	-16	-3	0.2	-11	-0.3	-0.1	-5
Cc1cc(N(C)C)nc(SC(C)C)n1	-5	-5	-5	10	0.2	-2	-1.9	0.3	17
Cc1cccc(-n2ncc3c(N4CCCc5ccccc54)ncnc32)c1	-4	-14	-2	-22	2.0	-29	-0.1	0.1	11
CCSc1nnc(Nc2ccccc2)s1	13	-8	-2	1	-0.3	-5	-1.4	-0.2	0
Cc1ccc(Sc2ccc(S(=O)(=O)Nc3ccc(C(=O)O)cc3)cc2)cc1C	·	0	-13	56*	21*	48*	25*	9.1	-7
CCOC(=O)c1sc(NS(=O)(=O)c2ccccc2Cl)nc1C	-8	-1	-15	6	0.8	-10	-0.7	0.5	15
C=CCOc1ccc(Br)cc1CNC(C)(C)CO	-11	-5	4	-11	-0.5	-7	0.2	0.5	-9
O=C(NNc1cccc(Cl)n1)C(F)(F)F	12	7	1	-6	1.6	2	1.2	0.7	1
O=c1c2c([nH]n1-c1ccccc1)CCCC2	-1	1	2	5	-0.9	-8	-1.5	0.1	-1
Cc1cccc(NC(=S)NCc2cccn2C)c1	-2	2	-4	-9	1.0	-4	0.8	1.3	6
Cc1noc(C)c1C(=O)Nc1nc2ccc(Cl)cc2s1	-18	-4	-13	-37	10	4	4.2	2.0	13
CN1CCN(c2nc(-c3ccco3)cc(C(F)(F)F)n2)CC1	2	-6	-6	·	0.2	-7	-0.4	0.0	9
CN(C(=O)c1ccc2c(=O)n3c(nc2c1)CCCCC3)c1ccccc1	-6	-4	-7	-11	2.1	-20	0.5	0.5	23
Nc1nc(SCC(=O)c2ccc(Br)s2)n[nH]1	-10	-16	-15	9	-0.3	-11	-2.1	1.4	28

At a glance, some entries already given.
SMILES	GPR7 antag	CHO-K1 Ca antag	OXTR potentiate	TAAR1 antag	V1aR counter	CHO parental Ca	OXTR ag	M1 ag parental	M1 PAM parental
CC(C)(/C=N/NC(=O)CSCc1ccccc1Cl)CCC#N	-8	7	-7	-18	1.2	-18	-0.2	-0.4	-9
COc1ccc(CCNCC(=O)Nc2ccc(C)c(S(=O)(=O)N(C)C)c2)cc1OC	-12	-12	-4	8	0.3	-6	1.2	2.0	22
Cc1ccccc1OCC(=O)NC(=S)Nc1cccc2cc(O)ccc12	-13	-7	-7	8	0.3	-7	0.8	0.6	-14
Cc1cccc(-n2c(C)cc(/C=N/n3cnnc3)c2C)c1	-6	-11	-7	-4	0.3	-5	-0.7	0.7	16

Continued:
SMILES	GPR7 antag	CHO-K1 Ca antag	OXTR potentiate	TAAR1 antag	V1aR counter	CHO parental Ca	OXTR ag	M1 ag parental	M1 PAM parental
COc1ccccc1NC(=O)CSc1nncn1N	-15	6	·	1	·	·	·	-0.5	-15
CC(=O)c1cccc(NC(=O)COc2nsnc2N2CCOCC2)c1	9	6	-6	4	4.5	0	2.7	3.1	3
COC(=O)c1cc(NC2c3ccccc3C(=O)N2c2ccc(Cl)cn2)cc(C(=O)OC)c1 (stereo unspecified)	7	-3	-5	-29	0.2	-9	-0.2	0.2	13
Cn1nccc1C(=O)NC1CC(C)(C)Cc2c1cnn2-c1ccc(F)cc1 (stereo unspecified)	-6	-5	6	-12	-0.2	-8	-0.7	1.0	28
O=C(Nc1ccc(NC(=O)c2ccco2)cc1)c1ccc2c(c1)OCCO2	-7	-6	0	4	0.6	-13	-0.4	2.6	15
Cc1ccc(Cl)cc1NC(C#N)c1ccccc1 (stereo unspecified)	-20	-12	-11	-24	0.2	-2	-0.4	1.2	23
O=c1[nH]cnc2sc3c(c12)CCCC3	13	-8	-3	4	0.1	-16	-0.5	0.5	14
O=C(O)c1cc(Cl)c(Cl)cc1C(=O)N1CCOCC1	-7	-9	-9	-15	-0.4	8	-0.2	0.5	20
CC(=O)Nc1cccc(/C(C)=N/NC(=O)c2c(-c3ccccc3Cl)noc2C)c1	1	10	-5	1	1.2	-13	0.2	1.8	-8
Cc1cccc(NC(=O)CSCC(=O)Nc2ccccc2C(=O)NC2CC2)c1	·	1	9	6	0.5	-10	-0.3	0.1	-9
CCOC(=O)CCCCCN1C(=O)c2cccc3cccc(c23)C1=O	10	-8	-9	4	1.8	-12	-1.1	1.3	24
O=C1NC(=O)C2(CCc3ccccc32)N1 (stereo unspecified)	-9	-4	-4	-19	0.9	-14	0.7	0.2	8
CN(C)c1ncc(S(=O)(=O)c2ccccc2)c(N)n1	-1	3	-6	4	1.7	-16	1.4	-0.1	8
CCOC(=O)c1ccc(NC(=O)C(=O)NCC2(c3ccc(OC)cc3)CCOCC2)cc1	-10	-7	-7	14	2.7	-27	-1.2	2.3	0
N[C@@H](Cc1ccc(O)cc1)C(=O)Nc1ccc2ccccc2c1	·	-2	-10	-5	6.2	-6	2.6	2.6	7
NC(=O)CSc1ncnc2c1oc1ccccc12	0	-2	-8	-14	0.0	10	0.6	1.1	30
Fc1cccc(NCc2cn3ccccc3n2)c1	-11	-5	-6	6	0.0	-14	-0.4	0.8	14
CC[C@@]1(C(=O)OC)N[C@H](CN(C)C(=O)c2ccccc2)[C@@H]2C(=O)N(Cc3ccccc3)C(=O)[C@@H]21	·	-17	3	-12	0.6	-13	-0.5	2.0	14
